WRN helicase inh = blocks human WRN helicase; AID 651768; Potency, µM (titrated, usually from 114 µM), for the others: at the top dose activity change, negative = inhibition, hits mostly inhibitors; WRN helicase unwinding, fluorescent forked duplex, kinetic; 360,000 compounds, 0.46% hits; Q14191; note: potency is the fitted concentration of half-maximal effect; % is set by controls: 0 for no effect and ±100 for the full control effect; nearly all actives have a fitted effect of over 55% in size
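Fluorescence dequenching readout, ex 525 nm/em 598 nm, kinetic mode: forked duplex DNA (100 nM final) with adjacent fluorophore and quencher unwound by WRN (20 nM final) with 2 mM ATP. Compound preincubation 15 min, room temperature.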
Abeta yeast res = A-beta toxicity reversal in yeast | AID 1347071 | 410,000 compounds, 0.063% hits | Potency, µM (top dose mostly 46.1 µM), for the others: top-dose growth rescue, hits mostly activators | yeast expressing A-beta42, growth rescue, OD600, 48 h; response scale: 0% DMSO, 100% iron-clioquinol control; note: potency is the fitted concentration of half-maximal effect; nearly all actives have a fitted effect of over 55% in size
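Yeast A-beta toxicity model in growth medium with pinned compounds, 48 h at 30 C; growth read as absorbance at 600 nm. Normalized to FeCl3/clioquinol equimolar mix (positive) and DMSO (negative).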
EPAC1 antag = EPAC1 (human) antagonism | O95398 | EPAC1 GEF assay, Rap1b-BODIPY-GDP exchange fluorescence | Potency, µM (series often up to 115 µM), without a hit: at the top dose activity change, negative = inhibition, actives largely listed as inhibitors | 360,000 compounds, 0.14% hits | AID 720709;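 note: potency is the fitted concentration of half-maximal effect; plate controls were vehicle for no effect and positive control for full effect; nearly all actives have a fitted effect of over 50% in size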
PI5P4K alpha inh = blocks human PI5P4K alpha kinase activity; max response, %; P48426; 330,000 compounds, 1.2% hits; PI5P4Kalpha enzyme, ADP-Glo luminescence, 60 min; hits give low values; AID 652105; active = max response of -50% or lower; inconclusive = between -30% and -50%; inactive = -30% or higher; note: value at the top dose of about 77 µM; % is set by controls: 0 for no effect and ±100 for the full control effect
Target sequence (P48426 whole entry, looked up): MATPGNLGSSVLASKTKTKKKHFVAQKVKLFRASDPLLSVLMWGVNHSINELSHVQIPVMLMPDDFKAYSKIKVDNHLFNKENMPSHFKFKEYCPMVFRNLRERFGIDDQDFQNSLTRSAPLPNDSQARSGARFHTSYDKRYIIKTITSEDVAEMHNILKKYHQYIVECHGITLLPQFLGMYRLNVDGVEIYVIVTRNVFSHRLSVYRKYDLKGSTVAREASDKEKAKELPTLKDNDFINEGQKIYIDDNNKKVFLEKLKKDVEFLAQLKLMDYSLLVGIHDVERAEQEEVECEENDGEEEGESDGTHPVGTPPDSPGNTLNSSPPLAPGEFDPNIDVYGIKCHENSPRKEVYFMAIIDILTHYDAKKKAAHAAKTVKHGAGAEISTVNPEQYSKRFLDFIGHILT
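Compounds were pin-transferred onto PI5P4Kalpha and substrate in HEPES pH 7.4 buffer with EGTA, CHAPS and 5% DMSO. ATP (5 microM final) started the reaction, which ran 60 minutes at room temperature before ADP-Glo detection.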
aSyn yeast inh = rescues yeast growth from alpha-synuclein toxicity. Yeast expressing alpha-synuclein, growth rescue, BacTiter-Glo, 24 h. Potency, µM (titrated, usually from 46.1 µM), without a hit: at the top dose growth rescue (activation), most hits filed as activators. 370,000 compounds, 0.14% hits. AID 652106; note: potency is the fitted concentration of half-maximal effect; % of control where 0% means no effect; nearly all actives have a fitted effect of over 65% in size
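Galactose-induced alpha-syn yeast (OD600=0.02, raffinose-pregrown) + pinned cpd, 24 hr, 30 deg C; growth by BacTiter-Glo luminescence. Growth restoration scores as activation.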
PLK1 PBD block = PLK1 (human) polo-box domain binding inhibition. Plk1 PBD binding of FITC phosphopeptide, fluorescence polarization. Potency, µM, without a hit: max response, negative = inhibition, usual class: inhibitors. 360,000 compounds, 2.8% hits; note: potency is the fitted concentration of half-maximal effect; series mostly up to about 57 µM; % is set by controls: 0 for no effect and ±100 for the full control effect; nearly all actives have a fitted effect of over 65% in size
Target sequence (P53350 whole entry, looked up, the tested form may be a part): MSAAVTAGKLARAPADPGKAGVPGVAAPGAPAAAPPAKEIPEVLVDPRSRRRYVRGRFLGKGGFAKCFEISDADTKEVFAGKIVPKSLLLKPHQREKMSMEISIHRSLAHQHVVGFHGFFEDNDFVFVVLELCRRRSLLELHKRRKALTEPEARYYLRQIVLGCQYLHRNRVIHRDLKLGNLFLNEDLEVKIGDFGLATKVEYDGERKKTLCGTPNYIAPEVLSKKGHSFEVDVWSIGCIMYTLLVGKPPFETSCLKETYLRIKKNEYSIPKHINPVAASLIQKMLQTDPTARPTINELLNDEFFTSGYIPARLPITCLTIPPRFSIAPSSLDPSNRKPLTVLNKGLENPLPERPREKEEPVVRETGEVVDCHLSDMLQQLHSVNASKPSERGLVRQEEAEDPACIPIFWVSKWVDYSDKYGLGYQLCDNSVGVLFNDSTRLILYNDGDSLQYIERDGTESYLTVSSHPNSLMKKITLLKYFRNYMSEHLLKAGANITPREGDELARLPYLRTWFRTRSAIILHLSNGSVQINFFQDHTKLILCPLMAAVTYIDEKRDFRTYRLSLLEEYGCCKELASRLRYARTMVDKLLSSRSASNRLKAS
EPAC1 agonist = agonists of human EPAC1; O95398; EPAC1 agonist qHTS, biochemical assay; response scale: 100% = response to 6.5 mM cAMP; Potency, µM (highest dose often 154 µM), inactives show at the highest dose activation, most hits filed as activators; 360,000 compounds, 0.073% hits; AID 720707; note: potency is the fitted concentration of half-maximal effect; nearly all actives have a fitted effect of over 60% in size
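EPAC1 100 nM, Rap1B–BODIPY-GDP 250 nM, unlabeled GDP 50 uM; compound titration; 5 min RT; kinetic read ex480/em540 at 5-min intervals ×30 min; data normalized to 6.5 mM cAMP agonist control.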
FUS suppressor = rescues growth of FUS-expressing yeast; 390,000 compounds, 0.24% hits; S. cerevisiae FUS-expressing, growth rescue, OD600, 24 h; Potency, µM (titrated, usually from 76.6 µM), without a hit: at the top dose growth rescue (activation), actives largely listed as activators;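 note: potency is the fitted concentration of half-maximal effect; plate controls were DMSO vehicle for no effect and reference control for full effect; nearly all actives have a fitted effect of over 55% in size; some results filed as inactive show a strong effect at the top dose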
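Read-out: OD at 600 nm after 24hr at 30C, reporting rescue of FUS-induced yeast toxicity. Cells at OD 0.005 in galactose (2%) minimal medium; compounds tested in a dilution series; CP55940 titration from 92uM final as control.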
IL2 activator = IL-2 activation. activation, % (series mostly up to about 46 µM). 360,000 compounds, 0.065% hits. IL-2 activation reporter assay, cell-based qHTS; stimulated with anti-CD3/CD4/CD28 beads; in transgenic mouse T cells; in the data active = activation above about 50%; inconclusive = mostly about 30% to 49%; note: 0% is about no effect
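Unstimulated transgenic mouse T cells preincubated 60 min with compound, then stimulated with anti-CD3/anti-CD4-coated beads plus anti-CD28 for 18 h at 37 degrees C. IL-2 response read as EGFP and DsRed fluorescence by plate cytometry.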
* = called active by the depositor; ? = inconclusive; . = not tested or not shown; [ ] = dose if it differs, or a comment. Unless noted, calls come from the whole dose curve; as a rule, active = well fitted curve in the direction sought with a large enough effect; inconclusive = small, poorly fitted or top-dose-only effect, or another doubt; inactive = no such curve, though single readings can be large; an effect the other way counts as inactive or inconclusive.

Values run as follows: WRN helicase inh	Abeta yeast res	EPAC1 antag	PI5P4K alpha inh	aSyn yeast inh	PLK1 PBD block	EPAC1 agonist	FUS suppressor	IL2 activator
1: CCC(CC)C(=O)Nc1cccc(C(=O)Nc2ccc3c(c2)OCO3)c1
    -20.0%	16.5%	1.9%	.	0.6%	0.3%	-2.3%	20.3%	0.5
2: O=C(CC1NCCNC1=O)Nc1cccc([N+](=O)[O-])c1 (stereo not given)
    -6.9%	-15.8%	-8.2%	3.4	-2.5%	-9.8%	0.2%	26.3%	1.4
3: CCOC(=O)c1sc2nc(CSc3ccccc3)nc(N3CCC(C(N)=O)CC3)c2c1C
    -14.2%	6.3%	?	22.0	12.4%	-17.4%	18.3%	?	-0.7
4: Cc1cc(C)cc(NC(=S)N2CCC(C(=O)c3ccc(F)cc3)CC2)c1
    11.0%	-18.9%	-10.7%	-2.7	-4.4%	-2.1%	-2.9%	7.8%	1.3
5: CN(Cc1ccccc1)S(=O)(=O)c1ccc(C(=O)Nc2nnc(C3CC3)o2)cc1
    2.9%[57.1 µM]	?	-13.8%	-19.3	18.9%	-8.4%	0.1%	24.4%	-3.7
6: O=C(N1CCOCC1)C(F)(F)C(=O)N1CCOCC1
    -9.1%	14.0%	-12.6%	-1.0	0.9%	-5.0%	-2.4%	0.1%	-0.4
7: CC(NCC(=O)Nc1cc(S(=O)(=O)N2CCCCCC2)ccc1Cl)c1ccccc1 (stereo not given)
    2.4%	17.6%	1.2%	3.1	-6.0%	-6.3%	-1.0%	-8.4%	-0.9
8: CC(=O)Nc1cc(C)nn1-c1nc(C)cc(C)n1
    -4.0%	-16.4%	-0.6%	1.3	2.2%	-1.6%	-1.8%	-23.5%	0.4
9: Cc1nc(C(=O)N2CCCC(C(=O)c3cccc(OC(C)C)c3)C2)cs1 (stereo not given)
    -11.9%	5.5%	3.2%	4.0	-14.7%	-4.5%	-5.5%	16.9%	-1.2
10: CC1(C)CC(=O)C(C=Nc2ccc(O)cc2)=C(O)C1
    -2.8%[57.1 µM]	-12.5%	5.5%	.	-2.3%	-4.1%	1.2%	-12.7%	-3.2
11: N#CC(c1ccccc1O)N1N=C(c2ccccc2)CC1c1ccccc1 (stereo not given)
    -5.2%	-28.9%	-12.0%	2.4	17.8%	-3.1%	3.1%	0.9%	-0.2
12: COc1cccc(/C=C/C(=O)Nc2cc(S(=O)(=O)N3CCOCC3)ccc2OC)c1
    -26.0%	11.7%	-19.7%	-4.2	-5.1%	-5.6%	-6.5%	4.7%	0.3
13: Cc1ccc(C)c(NC(=O)CN(C)C(=O)c2ccc(-n3cncn3)c([N+](=O)[O-])c2)c1
    4.2%	2.6%	-11.1%	-0.8	0.4%	-1.2%	-9.6%	9.5%	-1.0
14: COc1ccc(CC(=O)OCC(=O)c2ccc(S(=O)(=O)N3CCCCC3)cc2)cc1
    0.2%	3.5%	-8.8%	-2.3	-6.0%	1.3%	12.8%	2.3%	-0.6
15: Cc1cccc(C(=O)NC(NCCc2ccccc2)C(Cl)(Cl)Cl)c1 (stereo not given)
    -16.8%	-2.2%	-9.7%	4.9	3.2%	-1.4%	14.9%	-11.5%	-2.4
16: COc1ccc(CCN2C(=O)COc3ccccc3C2C(=O)NC(C)(C)C)cc1OC (stereo not given)
    -8.0%	-6.9%	-7.9%	-2.4	5.0%	-5.0%	-4.7%	-4.2%	-0.8
17: c1ccc(-c2ccncc2)nc1
    7.3%	4.0%	15.7%	-0.4	-4.4%	-10.6%	8.4%	-17.1%	-0.3
18: COc1ccc(C2(C)C(C#N)C(=O)NC(=O)C2C#N)cc1 (stereo not given)
    1.9%	6.8%	-2.1%	-16.4	3.5%	5.0%	0.4%	.	-2.8
19: COc1ccc(NC(=O)CC23CC4CC(C2)CC(n2nnc(C)n2)(C4)C3)cc1
    -5.7%	20.0%	11.0%	-7.6	-0.7%	-14.1%	6.9%	30.4%	0.6
20: O=S(=O)([N-]c1nc2ccccc2nc1-n1cc[n+](Cc2ccccc2)c1)c1ccc(Br)cc1
    -11.5%	0.1%	-25.3%	7.5	0.5%	-21.8%	-3.2%	2.4%	-3.5
21: C[C@H](O)C#Cc1cnc2c(c1)C(=O)N([C@H](C)CO)C[C@@H](C)[C@H](CN(C)C(=O)Nc1ccc(C(F)(F)F)cc1)O2
    -0.6%	-12.2%	-5.5%	4.5	-2.0%	-14.7%	-18.9%	13.7%	-3.4
22: Cc1ccc2c(c1)/C(=C/c1ccccc1C)C(=O)N2
    -3.6%	-18.9%	-6.8%	15.7	-4.3%	-11.6%	-2.6%	13.4%	0.0
23: Cc1cc(N)n(-c2nc3ccccc3s2)n1
    1.1%	-35.6%[inhibitor]	-17.3%	-3.0	-10.6%	-13.2%	-4.5%	-0.2%	1.3
24: O=C1CC(Sc2cccs2)C(=O)N1c1ccccc1 (stereo not given)
    -16.6%	-2.6%	-19.4%	-0.2	3.8%	-27.3%	-3.5%	-16.3%	-5.3
25: Cc1nn(CCCC(=O)NCCc2ccccc2)c(=O)c2nccn12
    -3.3%	6.7%	-8.0%	2.1	1.7%	-5.5%	2.4%	-12.7%	0.2
26: O=C1c2ccccc2[C@@H]2C[C@@H](O)[C@H](Nc3ccccc3Cl)CCN12
    -1.1%	4.5%	-5.2%	-1.2	-6.7%	-9.1%	12.0%	-4.3%	0.8
27: CC(CO)N1CCS(=O)(=O)CC1 (stereo not given)
    0.6%	-3.9%	12.7%	2.1	0.1%	-3.2%	1.6%	-4.3%	2.4
28: COc1ccc(-c2nnc(SCC(=O)NC(C)C)n2CC2CCCO2)cc1OC (stereo not given)
    -3.8%	-1.7%	9.0%	-0.3	-0.7%	-9.1%	2.6%	8.9%	-1.3
29: CCCCn1ccnc1C(=O)c1ccc(S(=O)(=O)N2CCCC2)cc1
    2.8%	-3.6%	-2.9%	-6.6	16.0%	-14.5%	-9.3%	9.5%	-0.1
30: COC(=O)c1cccc(NC(=O)c2cccc(N3C(=O)CCC3=O)c2)c1
    11.6%	-16.3%	5.7%	1.1	3.3%	-2.1%	-12.9%	13.9%	1.0
31: Nc1nc(N)c2ncc(C(=O)CCc3ccccc3)nc2n1
    -30.0%	-31.4%	?	?	-8.3%	4.74µM*	11.2%	15.1%	1.5
32: CCC(CC)NC(=O)Nc1ccc(C)cc1
    -0.4%	-14.7%	-9.7%	1.5	-2.0%	-5.5%	-12.1%	1.0%	-4.1
33: NC(=O)CC(NC(=O)c1ccccc1)c1ccc(NC2CCCC2)c([N+](=O)[O-])c1 (stereo not given)
    0.9%	-10.6%	0.2%	-0.2	-4.2%	-2.6%	-1.4%	8.1%	-0.5
34: Cc1cc(C)cc(N(CC(=O)NCc2ccco2)C(=O)c2snc(C(N)=O)c2N)c1
    -8.2%	-27.8%	-6.1%	.	4.6%	-9.5%	12.9%	0.5%	-1.3
35: Cc1nnc(NCCc2ccccc2)[nH]c1=O
    2.9%	-12.2%	5.4%	.	-0.6%	-11.3%	2.9%	9.6%	0.6
36: O=C(O)c1ccccc1C(=O)NC1Cc2ccccc2C1
    6.7%	3.3%	5.6%	0.8	0.3%	-12.1%	10.4%	-1.0%	-0.2
37: CC(Cc1ccccn1)NC(=O)c1ccc(OC2CCN(CCc3ccccc3)CC2)cc1 (stereo not given)
    -22.5%	8.3%	-10.2%	-1.4	-0.8%	-11.7%	19.2%	14.5%	1.6
38: CCN1C(=O)/C(=C/c2cccs2)S/C1=N\S(=O)(=O)c1ccc(C)cc1
    -20.5%	0.6%	-5.4%	18.1	-1.0%	-11.7%	8.1%	.	-5.4
39: O=C(Nc1c(-c2ccccc2)[nH][nH]c1=O)c1cccs1
    7.8%	-8.0%	-12.8%	-6.4	3.0%	-27.9%	5.9%	-7.5%	0.1
40: Cc1c(C(=O)OCC(=O)N(CCC#N)c2ccccc2)oc2c1ccc1ccccc12
    -1.2%	4.7%	-0.3%	-2.5	0.8%	-1.9%	4.9%	44.7%	-0.4

For convenience, two of the compounds above.
Values run as follows: WRN helicase inh	Abeta yeast res	EPAC1 antag	PI5P4K alpha inh	aSyn yeast inh	PLK1 PBD block	EPAC1 agonist	FUS suppressor	IL2 activator
39: O=C(Nc1c(-c2ccccc2)[nH][nH]c1=O)c1cccs1
    7.8%	-8.0%	-12.8%	-6.4	3.0%	-27.9%	5.9%	-7.5%	0.1
40: Cc1c(C(=O)OCC(=O)N(CCC#N)c2ccccc2)oc2c1ccc1ccccc12
    -1.2%	4.7%	-0.3%	-2.5	0.8%	-1.9%	4.9%	44.7%	-0.4

(cont.)
Values run as follows: WRN helicase inh	Abeta yeast res	EPAC1 antag	PI5P4K alpha inh	aSyn yeast inh	PLK1 PBD block	EPAC1 agonist	FUS suppressor	IL2 activator
41: CCC(C)NC(=O)C1CCN(S(=O)(=O)c2ccc(OC)cc2)CC1 (stereo not given)
    2.7%	-2.6%	-1.9%	.	?	-1.5%	4.1%	2.3%	3.1
42: Cc1ccc(NC(=O)c2c(-c3ccccc3Cl)noc2C)nc1
    6.5%	-4.2%	10.4%	2.6	0.5%	-3.4%	-1.4%	1.6%	-0.3
43: CC(=O)Nc1ccc(S(=O)(=O)Nc2nccc(C3Cc4ccccc4C(=O)O3)n2)cc1 (stereo not given)
    2.7%	13.0%	14.4%	.	-1.8%	-1.3%	-0.9%	16.1%	-2.1
44: COc1ccc(Cl)cc1/C=C(\C#N)C(N)=O
    -14.9%	0.4%	-2.5%	-3.2	1.0%	-8.7%	-3.6%	-9.2%	0.6
45: CC(OC(=O)c1nc(Cl)ccc1Cl)C(=O)NC1CCCCC1C (stereo not given)
    -1.0%	4.1%	6.5%	-2.9	0.0%	-4.1%	12.3%	-18.6%	0.1

High-throughput results: PubChem, National Center for Advancing Translational Sciences (NCATS)
